Screens: PubChem, several laboratories
RPL19A-GFP yeast = modulators of TOR pathway RPL19A-GFP in S. cerevisiae | S. cerevisiae RPL19A-GFP strain, flow cytometry, 3 h; stronger effect = lower value | percent response vs DMSO, % at 10 µM | 0.3% of 330,000 active | AID 2025;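 active = percent response vs DMSO below 50%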;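 note: median channel GFP fluorescence of the barcoded RPL19A-GFP strain; ratio of sample median GFP to plate DMSO average so 100% = DMSO; lower means less RPL19A-GFP as with rapamycin TOR inhibition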
procasp7 counter = counter-screen for procaspase-3 activators: activators of human procaspase-7 | 0.093% of 330,000 active | activation, % at 8.5 µM | P55210 | AID 463210 | recombinant procaspase-7, Ac-DEVD-pNA absorbance 405 nm; D23A/D198A/D206A triple mutant, cannot self-cleave; scale: DMSO 0, 5 µM enzyme 100;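 active = percent activation above the screen-wide mean plus 3 SD, cut at about 25% in these data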
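System: Procaspase-7 triple mutant (PC-7 D3A); measure: % activation from two-timepoint absorbance difference, scaled to controls; times: 1 h compound preincubation, 2 h substrate cleavage, 25 °C; also added: Ac-DEVD-pNA substrate, 400 µM as added; measured by: Epi-absorbance of released pNA at 405 nm, two timepoints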
AHR activator = activates the human aryl hydrocarbon receptor; activation, % at 5 µM; AHR-responsive luciferase reporter cells, luminescence; 2.5% of 320,000 active; P35869; in the data active = activation above about 47%;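 note: 0% = vehicle wells and 100% = reference agonist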
ZTA counter = blocks Epstein-Barr virus ZTA, an EBNA-1 counter-screen; P03206; ZTA-DNA binding, fluorescence polarization; inhibition, % at 11 µM; AID 2234; 0.15% of 320,000 active; in the data active = inhibition above about 33%
EBNA-1 inhibitor = blocks EBNA-1 binding to DNA. 0.34% of 300,000 active. AID 1950. EBNA-1 DNA binding, fluorescence polarization. inhibition, % at 14.8 µM; in the data active = inhibition above about 28%
procasp3 activ = activators of human procaspase-3. P42574. recombinant procaspase-3 D3A, Ac-DEVD-pNA absorbance 405 nm. activation, % at 8.5 µM. 0.11% of 330,000 active. AID 463141;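 active = activation above the mean of all tested compounds plus 3 SD, cut at about 21% in these data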;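 note: 0% = DMSO alone and 100% = DMSO wells spiked with extra 5 µM PC-3 D3A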
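Evaluation: percent activation relative to control range; Material: Procaspase-3 D3A mutant, all three cleavage aspartates alanine; Compound: single dose, 8.5 µM nominal compound, 0.8% DMSO; Replication: one well per compound; Signal: absorbance at 405 nm, 0 and 120 min; Schedule: 1 h preincubation plus 2 h reaction at 25 °C.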
LAP4 TOR yeast = yeast TOR pathway LAP4-GFP modulation. S. cerevisiae LAP4-GFP multiplex, flow cytometry GFP, 3 h; median GFP as percent of DMSO wells. GFP response vs DMSO, % at 10 µM. 0.34% of 320,000 active. AID 2023;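 active = GFP response vs DMSO above a set limit, about the screen mean plus 3 SD, cut at about 150% in these data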
MEP2-GFP yeast = yeast TOR pathway MEP2-GFP modulation | S. cerevisiae MEP2-GFP strain, flow cytometry GFP, 3 h; 100% = DMSO control level | GFP response vs DMSO, % at 10 µM | 0.51% of 330,000 active | AID 2016;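 active = GFP response versus DMSO above a set limit, roughly screen mean plus 3 SD, cut at about 180% in these data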;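 note: median GFP fluorescence of the barcode-gated MEP2-GFP cells per well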
The depositor's hits bear a star; [ ] = dose if it differs, or a comment.

O=C1CC(N2CCOCC2)C(=O)N1Cc1ccc(N2CCCC2=O)cc1 (stereo unspecified) was read as RPL19A-GFP yeast 96, procasp7 counter -18, AHR activator 2, ZTA counter 7, EBNA-1 inhibitor -10, procasp3 activ -1, LAP4 TOR yeast 96 and MEP2-GFP yeast 97.
`CSc1nc(C)cc(/C=C\c2ccccc2)c1C#N` gave RPL19A-GFP yeast 98, procasp7 counter 6, AHR activator 3, ZTA counter -9, EBNA-1 inhibitor 6, procasp3 activ 4, LAP4 TOR yeast 91 and MEP2-GFP yeast 97.
Screening Cc1cc(C)n(-c2nc3ccccc3nc2NCCc2ccccc2)n1 returned RPL19A-GFP yeast 100, procasp7 counter 16, AHR activator 19, ZTA counter 15, EBNA-1 inhibitor 7, procasp3 activ 8, LAP4 TOR yeast 101 and MEP2-GFP yeast 104.
Nc1nc(CN2CCCCCC2)nc(Nc2ccc(F)cc2)n1 was read as RPL19A-GFP yeast 99, procasp7 counter 9, AHR activator 1, ZTA counter -6, EBNA-1 inhibitor 2, procasp3 activ 2, LAP4 TOR yeast 99 and MEP2-GFP yeast 100.
O=C(COC(=O)CNC(=O)C12CC3CC(CC(C3)C1)C2)Nc1ccccc1 was read as RPL19A-GFP yeast 99, procasp7 counter 0, AHR activator -3, ZTA counter -10, EBNA-1 inhibitor -3, procasp3 activ 2, LAP4 TOR yeast 94 and MEP2-GFP yeast 100.
For O=C(NC1CCCC1)C1CCC(CNS(=O)(=O)c2cccs2)CC1 (stereo unspecified) the results were RPL19A-GFP yeast 101, procasp7 counter 4, AHR activator -2, ZTA counter 9, EBNA-1 inhibitor -3, procasp3 activ -3, LAP4 TOR yeast 96 and MEP2-GFP yeast 106.
CN(Cc1nccn1C)C(=O)CC1C(=O)NCCN1CC(c1ccccc1)c1ccccc1 (stereo unspecified) was read as RPL19A-GFP yeast 103, procasp7 counter 0, AHR activator 1, ZTA counter 2, EBNA-1 inhibitor 4, procasp3 activ 3, LAP4 TOR yeast 108 and MEP2-GFP yeast 96.
`O=S(=O)(Nc1ccc(O)cc1)c1cccc2cccnc12` gave RPL19A-GFP yeast 104, procasp7 counter -4, AHR activator -1, ZTA counter -11, EBNA-1 inhibitor 1, procasp3 activ -3, LAP4 TOR yeast 105 and MEP2-GFP yeast 111.
CC(C)=CC(=O)N1CCC(n2nccc2NC(=O)CCc2ccccc2)CC1 was read as RPL19A-GFP yeast 100, procasp7 counter 0, AHR activator 0, ZTA counter -14, EBNA-1 inhibitor -5, procasp3 activ -2, LAP4 TOR yeast 93 and MEP2-GFP yeast 101.
`Cc1ccc(-c2ccc(=O)n(CC(=O)NCCC(C)C)n2)cc1` gave RPL19A-GFP yeast 101, procasp7 counter 3, AHR activator 1, ZTA counter -2, EBNA-1 inhibitor -2, procasp3 activ 9 and MEP2-GFP yeast 113.
For Cc1sc(NC(=O)c2ccco2)nc1-c1ccccc1 the results were RPL19A-GFP yeast 91, procasp7 counter -5, AHR activator 43, ZTA counter 3, EBNA-1 inhibitor 0, procasp3 activ -2, LAP4 TOR yeast 144 and MEP2-GFP yeast 99.
`COc1cccc(N2CC(=O)N(NC(=O)c3sc4nc(C)cc(C)c4c3N)CC2=O)c1` gave RPL19A-GFP yeast 105, procasp7 counter -6, AHR activator -2, ZTA counter 20, EBNA-1 inhibitor 2, procasp3 activ -2, LAP4 TOR yeast 118 and MEP2-GFP yeast 102.
CCN(CC(=O)Nc1ccc2c(c1)OCCO2)C(=O)C1CC(=O)N(c2ccc(OC)cc2OC)C1 (stereo unspecified) was read as RPL19A-GFP yeast 96, procasp7 counter -3, AHR activator -1, ZTA counter 10, EBNA-1 inhibitor 10, procasp3 activ 1, LAP4 TOR yeast 104 and MEP2-GFP yeast 100.
Screening Cc1ccc(S(=O)(=O)NCC(=O)N(CC(=O)NCc2ccco2)Cc2ccc3c(c2)OCO3)cc1 returned RPL19A-GFP yeast 98, procasp7 counter 2, AHR activator 6, ZTA counter 0, EBNA-1 inhibitor -11, procasp3 activ 5, LAP4 TOR yeast 98 and MEP2-GFP yeast 96.
Cc1ccc(/C=N/NC(=O)Cn2nccc2C)o1 was read as RPL19A-GFP yeast 103, procasp7 counter 4, AHR activator -1, ZTA counter 8, EBNA-1 inhibitor 5, procasp3 activ 1, LAP4 TOR yeast 110 and MEP2-GFP yeast 103.
`N#Cc1cccc(NS(=O)(=O)c2ccccc2Cl)c1` gave RPL19A-GFP yeast 100, procasp7 counter 3, AHR activator -1, ZTA counter 10, procasp3 activ 1, LAP4 TOR yeast 96 and MEP2-GFP yeast 102.
CC(C)CN(CCNC(=O)CC1Oc2ccccc2NC1=O)CC(C)C (stereo unspecified) was read as RPL19A-GFP yeast 104, procasp7 counter -3, AHR activator 2, ZTA counter 32, EBNA-1 inhibitor 11, procasp3 activ 8, LAP4 TOR yeast 98 and MEP2-GFP yeast 102.
For CC1CCCC(NC(=O)COC(=O)c2ccc3ncsc3c2)C1C (stereo unspecified) the results were RPL19A-GFP yeast 96, procasp7 counter -15, AHR activator -1, ZTA counter 2, procasp3 activ 10, LAP4 TOR yeast 95 and MEP2-GFP yeast 96.
For CN(C)C(=O)N(CCCN1CCOCC1)Cc1cccc2ccccc12 the results were RPL19A-GFP yeast 92, procasp7 counter 2, AHR activator -3, ZTA counter -4, EBNA-1 inhibitor 2, procasp3 activ 4, LAP4 TOR yeast 112 and MEP2-GFP yeast 96.
Cc1ccc(SCC(=O)Nc2ccccc2C(=O)N2CCOCC2)cc1 was read as RPL19A-GFP yeast 94, procasp7 counter 4, AHR activator 0, ZTA counter 1, EBNA-1 inhibitor 9, procasp3 activ -1, LAP4 TOR yeast 89 and MEP2-GFP yeast 90.
Screening Clc1ccc(C2=NN(c3ccccc3)C(c3ccco3)C2)cc1 (stereo unspecified) returned RPL19A-GFP yeast 75[may fluoresce violet], procasp7 counter -25, AHR activator 1, ZTA counter 6, EBNA-1 inhibitor 5, procasp3 activ -18, LAP4 TOR yeast 97[may fluoresce violet] and MEP2-GFP yeast 160[may fluoresce violet].
COC(=O)C1=C(C(=O)OC)[C@@H]2N(C)c3ccc(OC)cc3[C@@]23C[C@@H](C(=O)OC)N(C(=O)c2cc(C)oc2C)C3=N1 was read as RPL19A-GFP yeast 98, procasp7 counter 4, AHR activator 6, ZTA counter 23, EBNA-1 inhibitor -5, procasp3 activ 3, LAP4 TOR yeast 106 and MEP2-GFP yeast 96.
`CC12CCC(C)(c3nc4ccccc4nc31)C2(C)C` gave RPL19A-GFP yeast 101, procasp7 counter -5, AHR activator 0, ZTA counter -11, EBNA-1 inhibitor -5, procasp3 activ 10, LAP4 TOR yeast 104 and MEP2-GFP yeast 108.
For Cc1cnc(NC(=O)CSc2ncc(-c3ccccc3)n2Cc2ccco2)s1 the results were RPL19A-GFP yeast 101, procasp7 counter 9, AHR activator 4, ZTA counter -2, EBNA-1 inhibitor 2, procasp3 activ -9, LAP4 TOR yeast 96 and MEP2-GFP yeast 98.
Screening O=C(Cc1nnc(NC(=O)Nc2ccc(F)cc2)s1)NCc1ccccc1 returned RPL19A-GFP yeast 106, procasp7 counter 5, AHR activator 13, ZTA counter 11, EBNA-1 inhibitor 8, procasp3 activ 9, LAP4 TOR yeast 118 and MEP2-GFP yeast 105.
CC1CC(C)(C)NC(=S)N1CCC(=O)NCc1ccc(F)cc1 (stereo unspecified) was read as RPL19A-GFP yeast 103, procasp7 counter -1, AHR activator 0, ZTA counter 6, EBNA-1 inhibitor 9, procasp3 activ 3, LAP4 TOR yeast 99 and MEP2-GFP yeast 95.
For Cc1noc(C(=O)N2CCN(Cc3ccc4c(c3)OCO4)CC2)c1Cl the results were RPL19A-GFP yeast 102, procasp7 counter -5, AHR activator 6, ZTA counter 6, EBNA-1 inhibitor -3, procasp3 activ 5, LAP4 TOR yeast 99 and MEP2-GFP yeast 102.
For CN(C)CCCN(C(=O)COc1ccc(Cl)cc1)c1nc2ccc(F)cc2s1 the results were RPL19A-GFP yeast 91, procasp7 counter 5, AHR activator 6, ZTA counter -24, EBNA-1 inhibitor -8, procasp3 activ 3, LAP4 TOR yeast 96 and MEP2-GFP yeast 91.
For CCC(=O)Nc1cc2nn(-c3ccccc3)nc2cc1Cl the results were RPL19A-GFP yeast 99, procasp7 counter 12, AHR activator 51*, ZTA counter -10, EBNA-1 inhibitor -6, procasp3 activ -9, LAP4 TOR yeast 101 and MEP2-GFP yeast 109.
`Cc1cccc(C)c1NC(=O)CNC(=O)c1c(C)nn(-c2ccccc2)c1C` gave RPL19A-GFP yeast 101, procasp7 counter 8, AHR activator 1, ZTA counter 7, EBNA-1 inhibitor 7, procasp3 activ 1, LAP4 TOR yeast 102 and MEP2-GFP yeast 103.

Brought forward from above: 5 compounds, then new ones.
CC1CC(C)(C)NC(=S)N1CCC(=O)NCc1ccc(F)cc1 (stereo unspecified) was read as RPL19A-GFP yeast 103, procasp7 counter -1, AHR activator 0, ZTA counter 6, EBNA-1 inhibitor 9, procasp3 activ 3, LAP4 TOR yeast 99 and MEP2-GFP yeast 95.
For Cc1noc(C(=O)N2CCN(Cc3ccc4c(c3)OCO4)CC2)c1Cl the results were RPL19A-GFP yeast 102, procasp7 counter -5, AHR activator 6, ZTA counter 6, EBNA-1 inhibitor -3, procasp3 activ 5, LAP4 TOR yeast 99 and MEP2-GFP yeast 102.
For CN(C)CCCN(C(=O)COc1ccc(Cl)cc1)c1nc2ccc(F)cc2s1 the results were RPL19A-GFP yeast 91, procasp7 counter 5, AHR activator 6, ZTA counter -24, EBNA-1 inhibitor -8, procasp3 activ 3, LAP4 TOR yeast 96 and MEP2-GFP yeast 91.
For CCC(=O)Nc1cc2nn(-c3ccccc3)nc2cc1Cl the results were RPL19A-GFP yeast 99, procasp7 counter 12, AHR activator 51*, ZTA counter -10, EBNA-1 inhibitor -6, procasp3 activ -9, LAP4 TOR yeast 101 and MEP2-GFP yeast 109.
`Cc1cccc(C)c1NC(=O)CNC(=O)c1c(C)nn(-c2ccccc2)c1C` gave RPL19A-GFP yeast 101, procasp7 counter 8, AHR activator 1, ZTA counter 7, EBNA-1 inhibitor 7, procasp3 activ 1, LAP4 TOR yeast 102 and MEP2-GFP yeast 103.
`CC(C)(C)OC(=O)N1CCC(CC2CC(c3ccccc3)=NO2)(C(=O)NCc2ccccc2)CC1` (stereo unspecified) gave RPL19A-GFP yeast 95, procasp7 counter 9, AHR activator 4, ZTA counter -5, EBNA-1 inhibitor 3, procasp3 activ 9, LAP4 TOR yeast 91 and MEP2-GFP yeast 93.
Screening Cc1cc(C)cc(-n2cnc3cc(C(=O)O)ccc32)c1 returned RPL19A-GFP yeast 91, procasp7 counter 10, AHR activator 2, ZTA counter 0, EBNA-1 inhibitor 2, procasp3 activ 4, LAP4 TOR yeast 108 and MEP2-GFP yeast 99.
Cc1cc(N2C(=O)C(O)=C(C(=O)c3cc4ccccc4o3)C2c2cccc(Br)c2)no1 (stereo unspecified) was read as RPL19A-GFP yeast 96, procasp7 counter -16, AHR activator 4, ZTA counter 14, EBNA-1 inhibitor 8, procasp3 activ -13, LAP4 TOR yeast 111 and MEP2-GFP yeast 95.
For Cc1ccc(NC(=S)N(CCCN2CCOCC2)Cc2ccco2)cc1 the results were RPL19A-GFP yeast 101, procasp7 counter 0, AHR activator -2, ZTA counter -2, EBNA-1 inhibitor -2, procasp3 activ -1, LAP4 TOR yeast 105 and MEP2-GFP yeast 114.
